MITF inh = blocks human microphthalmia-associated transcription factor; 650,000 tested, 0.91% active; inhibition, % at 2.6 µM; AlphaScreen MITF homodimerization, bead proximity signal; O75030; in the data active = inhibition above about 50%;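 also: 0% = vehicle wells with protein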
Target sequence (O75030 whole entry, looked up): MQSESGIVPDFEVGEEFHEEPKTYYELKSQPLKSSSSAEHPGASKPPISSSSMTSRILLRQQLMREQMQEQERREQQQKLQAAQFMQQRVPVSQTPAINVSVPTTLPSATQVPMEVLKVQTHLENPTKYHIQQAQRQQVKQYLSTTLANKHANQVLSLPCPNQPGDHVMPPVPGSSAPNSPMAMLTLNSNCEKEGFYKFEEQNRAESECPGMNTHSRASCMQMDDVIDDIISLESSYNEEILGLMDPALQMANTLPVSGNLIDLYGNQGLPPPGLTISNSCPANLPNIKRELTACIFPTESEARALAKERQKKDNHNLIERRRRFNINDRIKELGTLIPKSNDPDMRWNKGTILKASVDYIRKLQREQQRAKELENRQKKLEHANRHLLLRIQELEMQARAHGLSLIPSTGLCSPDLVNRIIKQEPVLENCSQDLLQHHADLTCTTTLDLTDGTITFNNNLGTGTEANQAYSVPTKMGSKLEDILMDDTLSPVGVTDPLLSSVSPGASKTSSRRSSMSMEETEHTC
TEAD-YAP inh = TEAD-YAP interaction inhibition; HEK-TIYL cells, TEAD-Gal4/YAP UAS-luciferase luminescence; inhibition, % at 9.12 µM; 640,000 tested, 1.4% active; AID 1259422; in the data active = inhibition above about 32%;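 also: 0% = median of test compound wells and 100% = reference inhibitor wells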
FBW7 act = activators of human E3 ligase FBW7; Q969H0; AlphaScreen FBW7–phospho-cyclin E peptide binding, activator screen; normalized activity (activation), % at 26.1 µM; 650,000 tested, 0.13% active; AID 1259310; in the data active = normalized activity above about 1.9%;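 also: purified mutant Fbw7 with reduced substrate affinity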
GPR151 ag = activators of human GPR151; activation, % at 11.2 µM; 650,000 tested, 1% active; AID 1508602; Q8TDV0; PathHunter beta-arrestin GPR151 cells, luminescence; in the data active = activation above about 4.9%;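 also: 0% = median of compound wells and 100% = cells with positive control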
Target sequence (Q8TDV0 whole entry, looked up): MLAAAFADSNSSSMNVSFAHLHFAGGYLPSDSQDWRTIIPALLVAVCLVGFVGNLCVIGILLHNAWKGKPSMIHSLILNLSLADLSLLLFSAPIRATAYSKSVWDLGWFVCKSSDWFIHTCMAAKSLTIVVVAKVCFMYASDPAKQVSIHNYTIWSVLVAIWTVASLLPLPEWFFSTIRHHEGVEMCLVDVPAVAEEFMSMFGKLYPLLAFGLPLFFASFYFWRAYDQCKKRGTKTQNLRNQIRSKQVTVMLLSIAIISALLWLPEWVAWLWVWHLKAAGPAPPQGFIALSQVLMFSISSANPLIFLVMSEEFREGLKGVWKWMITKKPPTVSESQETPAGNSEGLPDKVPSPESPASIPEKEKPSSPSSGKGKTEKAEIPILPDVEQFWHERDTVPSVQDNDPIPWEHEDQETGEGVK
The depositor's hits bear a star. Outcome played no part in choosing rows; overall some 3.4% were active at least once.

#	mol	MITF inh	TEAD-YAP inh	FBW7 act	GPR151 ag
1	CCCCOc1ccc(C(=O)N/C(=C\c2ccc(Cl)cc2)C(=O)NCCc2c(C)[nH]c3ccccc23)cc1	-9.1	-6.5	-0.1	-0.6
2	CCOC(=O)CNC(=O)CSc1nccn1Cc1ccco1	-6.0	-7.6	0.2	1.3
3	Cc1cc([N+](=O)[O-])cc2c1N(C)C(=O)C2=O	15.8	18.8	0.0	-0.9
4	O=CN1N=C(c2ccccc2)CC1c1ccc(Cl)cc1 (configuration not stated)	5.2	10.0	-0.1	-0.9
5	CC(C)CCOCC1OC2OC(C)(C)OC2C2OC(C)(C)OC12 (configuration not stated)	8.4	8.5	0.3	0.3
6	CCC1Sc2cc(S(=O)(=O)CCC(=O)Nc3cc(C)ccc3OC)ccc2NC1=O (configuration not stated)	-1.8	-6.1	-0.2	-0.8
7	c1ccc(C2=C(CN3CCCCC3)C(c3ccccc3)c3ccccc3O2)cc1 (configuration not stated)	4.0	0.2	0.0	-1.3
8	CC(=O)c1ccc(OCC(N)=O)cc1	-4.6	1.5	-0.1	1.1
9	CCCNC(=O)c1cc(NCC)nc2ccccc12	-4.6	-4.9	-0.1	5.2*
10	O=C(NCC12C=CC(O1)C1C(=O)N(Cc3ccccc3)C(=O)C12)c1cccs1 (configuration not stated)	5.6	10.6	-0.2	1.6
11	Fc1ccc(/C=N/NC(=S)NCCN2CCOCC2)cc1	12.1	-13.1	0.2	-0.8
12	O=C(Nc1ccc2oc(-c3ccccc3F)nc2c1)c1ccc([N+](=O)[O-])o1	-2.0	20.9	-0.2	0.9
13	CN1CCC2(CC1)Oc1ccccc1C1CC(c3ccc4c(c3)OCCO4)=NN12 (configuration not stated)	11.4	-77.7	0.0	-1.0
14	COc1cccc(CNc2ccc(F)c(F)c2)c1OC	3.2	4.8	0.0	1.4
15	Cn1cc(C(=O)NCC2CCC(c3nc4ccccc4[nH]3)CC2)nn1 (configuration not stated)	11.2	1.2	0.3	1.5
16	CCN1CCCC1CNC(=O)C1CCN(c2nnc(N3CCCC3=O)s2)CC1 (configuration not stated)	7.1	-1.8	0.1	3.9
17	CCC(C)NC(=O)COc1ccc(Br)cc1Cl (configuration not stated)	12.6	-3.4	0.3	0.2
18	Cc1nnc(C)c2c(C)n(/N=C/c3cc(Br)ccc3O)c(C)c12	7.8	1.3	0.1	-0.5
19	Cc1nc(N(C)c2ccc(C(C)C)cc2)c2c(C)c(C(=O)N3CCC4(CC3)OCCO4)sc2n1	-14.6	-6.7	0.1	-0.9
20	COC(=O)c1ccc(C2Nc3ccccc3C(=O)N2c2ccc(C)cc2)cc1 (configuration not stated)	-3.3	-18.7	0.1	0.6

Compounds 1 to 19 of the list above:
#	mol	MITF inh	TEAD-YAP inh	FBW7 act	GPR151 ag
1	CCCCOc1ccc(C(=O)N/C(=C\c2ccc(Cl)cc2)C(=O)NCCc2c(C)[nH]c3ccccc23)cc1	-9.1	-6.5	-0.1	-0.6
2	CCOC(=O)CNC(=O)CSc1nccn1Cc1ccco1	-6.0	-7.6	0.2	1.3
3	Cc1cc([N+](=O)[O-])cc2c1N(C)C(=O)C2=O	15.8	18.8	0.0	-0.9
4	O=CN1N=C(c2ccccc2)CC1c1ccc(Cl)cc1 (configuration not stated)	5.2	10.0	-0.1	-0.9
5	CC(C)CCOCC1OC2OC(C)(C)OC2C2OC(C)(C)OC12 (configuration not stated)	8.4	8.5	0.3	0.3
6	CCC1Sc2cc(S(=O)(=O)CCC(=O)Nc3cc(C)ccc3OC)ccc2NC1=O (configuration not stated)	-1.8	-6.1	-0.2	-0.8
7	c1ccc(C2=C(CN3CCCCC3)C(c3ccccc3)c3ccccc3O2)cc1 (configuration not stated)	4.0	0.2	0.0	-1.3
8	CC(=O)c1ccc(OCC(N)=O)cc1	-4.6	1.5	-0.1	1.1
9	CCCNC(=O)c1cc(NCC)nc2ccccc12	-4.6	-4.9	-0.1	5.2*
10	O=C(NCC12C=CC(O1)C1C(=O)N(Cc3ccccc3)C(=O)C12)c1cccs1 (configuration not stated)	5.6	10.6	-0.2	1.6
11	Fc1ccc(/C=N/NC(=S)NCCN2CCOCC2)cc1	12.1	-13.1	0.2	-0.8
12	O=C(Nc1ccc2oc(-c3ccccc3F)nc2c1)c1ccc([N+](=O)[O-])o1	-2.0	20.9	-0.2	0.9
13	CN1CCC2(CC1)Oc1ccccc1C1CC(c3ccc4c(c3)OCCO4)=NN12 (configuration not stated)	11.4	-77.7	0.0	-1.0
14	COc1cccc(CNc2ccc(F)c(F)c2)c1OC	3.2	4.8	0.0	1.4
15	Cn1cc(C(=O)NCC2CCC(c3nc4ccccc4[nH]3)CC2)nn1 (configuration not stated)	11.2	1.2	0.3	1.5
16	CCN1CCCC1CNC(=O)C1CCN(c2nnc(N3CCCC3=O)s2)CC1 (configuration not stated)	7.1	-1.8	0.1	3.9
17	CCC(C)NC(=O)COc1ccc(Br)cc1Cl (configuration not stated)	12.6	-3.4	0.3	0.2
18	Cc1nnc(C)c2c(C)n(/N=C/c3cc(Br)ccc3O)c(C)c12	7.8	1.3	0.1	-0.5
19	Cc1nc(N(C)c2ccc(C(C)C)cc2)c2c(C)c(C(=O)N3CCC4(CC3)OCCO4)sc2n1	-14.6	-6.7	0.1	-0.9

Remaining list, next part:
#	mol	MITF inh	TEAD-YAP inh	FBW7 act	GPR151 ag
21	CN(CCC(=O)Nc1ccccc1Cl)Cc1ccccc1	4.0	5.9	-0.1	0.4
22	Clc1ccc(SCc2nc3ccc(Cl)cn3c2Cl)cc1	-4.2	-3.1	-0.1	-0.8
23	Cc1ccc(S(=O)(=O)N2CCCC3(CCCCC3)C2)cc1	11.0	-18.4	0.4	-0.5
24	CC(C)Cn1c(N)c(C(=O)CSc2nnc(C(F)(F)F)n2C)c(=O)n(C)c1=O	0.1	3.0	0.2	-0.3
25	Cc1ccsc1CN(C(=O)c1ccccc1[N+](=O)[O-])C1CCS(=O)(=O)C1 (configuration not stated)	-14.5	2.3	-0.1	-0.5
26	COc1ccc(/C=C(\C#N)c2ccccn2)c(OC)c1OC	0.7	-44.2	0.0	0.7
27	CCCCOc1ccc(/C=c2\sc3nc(-c4ccncc4)nn3c2=O)cc1	-0.1	8.8	0.1	5.1*
28	Cc1nc2ccc(S(=O)(=O)NC(C(=O)NCCc3ccccc3)C(C)C)cc2s1 (configuration not stated)	0.5	-7.2	-0.2	-0.6
29	O=C(NCCSc1ccc(Cl)cc1)c1cccc([N+](=O)[O-])c1	-0.3	4.6	0.2	1.0
30	CC(=O)Nc1ccc(S(=O)(=O)N2c3ccc(F)cc3CCC2C)cc1 (configuration not stated)	-0.3	46.2*	0.1	4.2
31	O=S(=O)(NCCCc1ccccc1)c1ccc(F)c(F)c1	-7.0	-0.3	-0.2	1.2
32	Cc1nc2c(C(=O)NCCCN3CCOCC3)cnn2c(C)c1Cc1cccc(Cl)c1	1.2	1.0	0.0	1.4
33	O=C(NCc1cccs1)c1ccc(N2CCCC2=O)cc1	1.0	-40.5	-0.1	-0.7
34	O=C(CSc1nnc(-c2cccs2)n1-c1ccccc1)NCC1CCCO1 (configuration not stated)	17.2	7.3	0.1	0.6
35	NC(=O)C(Cc1ccccc1)Nc1ccc([N+](=O)[O-])cc1[N+](=O)[O-] (configuration not stated)	3.2	-2.4	-0.1	-0.3
36	COCCn1nnnc1C(c1ccc(Cl)cc1)N1CCN(C)CC1 (configuration not stated)	3.6	-2.4	0.1	1.2
37	O=C(c1cc(COc2ccc(F)cc2Cl)on1)N1CCOCC1	-3.4	-71.6	0.0	0.8
38	COc1ccc(C(=O)NCCc2cn3cccc(C)c3n2)cc1	3.1	2.3	-0.1	0.0
39	CCN(CC)CC#CC(C)OCCO (configuration not stated)	-10.8	2.2	-0.1	-1.4
40	O=C1CCC(CCC(=O)N(Cc2ccccc2)CC2CC2)(Cc2ccco2)N1 (configuration not stated)	-0.1	-8.0	0.0	2.0

2 compounds from above, reduced to TEAD-YAP inh, GPR151 ag and FBW7 act:
# | compound | TEAD-YAP inh | GPR151 ag | FBW7 act
39 | CCN(CC)CC#CC(C)OCCO (configuration not stated) | 2.2 | -1.4 | -0.1
40 | O=C1CCC(CCC(=O)N(Cc2ccccc2)CC2CC2)(Cc2ccco2)N1 (configuration not stated) | -8.0 | 2.0 | 0.0

More compounds
#	mol	MITF inh	TEAD-YAP inh	FBW7 act	GPR151 ag
41	COc1cc(C2Nc3ccccc3C(=O)N2c2ccc(F)cc2)cc(OC)c1OC (configuration not stated)	-3.6	-34.4	0.1	-1.4
42	Cc1ccc(NC(=O)CSc2nccc(=O)[nH]2)cc1	-7.7	6.1	0.5	-1.8
43	COc1cc(/C=C(\C#N)c2nn(CCO)c(N)c2C#N)cc(I)c1OCc1ccc(Cl)cc1	-3.3	-2.8	0.0	-0.1
44	COc1ccc(NC(=O)CN2CCN(c3ccc(Cl)cc3)CC2)cc1OC	13.3	9.0	0.1	-1.2
45	Nc1[nH]ncc1-c1ccc(NC(=O)[C@H](N)Cc2cccc(F)c2)cc1	-0.2	11.3	0.1	-0.1
46	CCOC(=O)c1ccccc1NC(=O)CSc1ccc2nc(-c3ccc(OC)cc3)cn2n1	12.5	-3.4	0.1	-0.5
47	COc1ccccc1OC(=O)NC(=O)CCBr	3.6	-6.5	0.1	0.7
48	CCc1ccccc1NC(=O)CCSc1ncc(C#N)c(N)n1	11.5	3.2	0.2	0.6
49	NC(=O)c1c(Cl)nc(Cl)c([N+](=O)[O-])c1Cl	5.2	98.2*	-0.1	-1.0
50	COc1cc(C(=O)N2CCCC2)cc(Cl)c1OCc1ccccc1	10.0	8.2	0.0	-2.0
51	CCOc1ccc(NC(=O)c2ccc(N3CC4CC(C3)c3cccc(=O)n3C4)c(NC(=O)c3cccnc3)c2)cc1 (configuration not stated)	17.2	3.2	0.0	0.2
52	CC1CCc2c(sc3ncnc(SCC(=O)OC4CCCCC4)c23)C1 (configuration not stated)	1.1	6.4	0.1	-0.6
53	COc1ccc(C(c2c(O)ccc3ccccc23)N2CCOCC2)c(OC)c1 (configuration not stated)	12.5	-5.8	0.2	0.0
54	O=C(CN1CCCCC1)Nc1ccc(Br)cc1[N+](=O)[O-]	11.2	-8.0	-0.2	-1.0
55	COc1ccc(S(=O)(=O)NCCc2ccc(OC)c(OC)c2)cc1Cl	-8.1	-1.8	0.0	-1.5
56	O=C(c1ccc(Cl)cc1)N1CCCC(C(=O)N2CCN(c3ccccc3)CC2)C1 (configuration not stated)	-8.2	0.8	0.1	1.7
57	Cc1nc2sc(C(=O)Nc3cc(F)ccc3C)c(C)c2c(=O)[nH]1	4.5	-8.5	0.0	-0.5
58	Cc1cc(C(F)(F)F)c(C#N)c(=O)n1C	-2.1	1.9	-0.1	2.4
59	Cc1nc(N2CC=C(c3ccccc3)CC2)c2c(C)c(C)sc2n1	11.5	2.1	-0.1	0.2
60	Cc1cccc(NC(=O)CSc2nc3ccccc3n2CC(=O)N2CCCC2)c1C	9.6	5.2	0.0	-0.5
61	N#C/C(=C\c1ccc(-c2cccc(C(F)(F)F)c2)o1)c1nn(CCO)c(N)c1C#N	-7.0	-6.4	0.0	0.3
62	CSc1ccc(C2C(C#N)=C(N)N(c3ccc(C)c(Cl)c3)C3=C2C(=O)CCC3)cc1 (configuration not stated)	0.2	-7.6	-0.1	0.4
63	O=S(=O)(/N=C(/Nc1ccccn1)c1ccc(F)cc1)c1ccccc1	-3.8	-16.4	-0.2	-0.5
64	CCOc1ccc(S(=O)(=O)N(C(C)=O)c2ccc3oc(C)c(C(C)=O)c3c2)cc1	8.3	9.7	0.1	0.3
65	CCOC(=O)c1sc(NC(=O)c2ccc(N3C(=O)CCC3=O)cc2)nc1-c1ccccc1	-0.2	2.4	0.0	0.8
66	Cc1ccccc1OCC(=O)Nc1ccc2c(c1)OCO2	-9.5	-41.7	-0.1	-0.8
67	COc1nccnc1NS(=O)(=O)c1ccc(NC(=O)c2ccc([N+](=O)[O-])cc2)cc1	-3.7	-1.6	-0.1	-0.8
68	CC(=O)N1CCN(c2ccc(NC(=O)COc3ccc(C)cc3)cc2)CC1	9.8	-1.1	0.0	-1.2
69	O=C(NCCN1CCOC(c2ccccc2)C1)C1CC1 (configuration not stated)	-10.0	-1.9	-0.1	-1.3
70	CC1CC(C)CN(CCCNC(=O)CN(C)c2nnc(N3CCCC3=O)s2)C1 (configuration not stated)	-7.1	-6.1	-0.2	1.9
71	COc1cc(Nc2cc(N3CCCC3)c3noc4c3c2C(=O)c2ccccc2-4)cc(OC)c1OC	1.9	0.0	0.0	0.6
72	COc1cc(Br)c(/C=N/N=C2/NC(=O)CS2)cc1OC	-5.2	0.0	-0.1	-0.8

High-throughput results as filed in PubChem.
